Screening results (PubChem)
MITF inh: blocks human microphthalmia-associated transcription factor; AID 1259374; inhibition, % at 2.6 µM; O75030; 650,000 compounds, 0.91% hits; AlphaScreen MITF homodimerization, bead proximity signal; in the data active means inhibition above about 50%;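 further: 0% = vehicle wells with protein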
Target sequence (O75030 whole entry, looked up): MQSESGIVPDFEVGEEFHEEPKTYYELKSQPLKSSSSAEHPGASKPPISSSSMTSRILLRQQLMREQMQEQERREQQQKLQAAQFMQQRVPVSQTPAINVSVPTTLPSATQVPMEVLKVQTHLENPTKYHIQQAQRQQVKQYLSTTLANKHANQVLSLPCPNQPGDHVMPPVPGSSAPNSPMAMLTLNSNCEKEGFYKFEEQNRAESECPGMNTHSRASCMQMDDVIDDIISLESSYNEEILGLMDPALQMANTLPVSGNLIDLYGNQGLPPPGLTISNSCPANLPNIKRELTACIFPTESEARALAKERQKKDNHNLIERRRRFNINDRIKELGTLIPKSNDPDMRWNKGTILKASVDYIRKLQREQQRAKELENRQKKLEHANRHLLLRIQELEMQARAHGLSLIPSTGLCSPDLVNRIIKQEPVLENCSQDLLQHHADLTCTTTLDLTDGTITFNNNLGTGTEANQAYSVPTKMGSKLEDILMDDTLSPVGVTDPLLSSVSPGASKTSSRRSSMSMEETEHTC
GPR151 activ: activates the human receptor GPR151 | Q8TDV0 | PathHunter beta-arrestin GPR151 cells, luminescence | activation, % at 11.2 µM | 650,000 compounds, 1% hits; in the data active means activation above about 4.9%;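 further: 0% = median of compound wells and 100% = cells with positive control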
Target sequence (Q8TDV0 whole entry, looked up): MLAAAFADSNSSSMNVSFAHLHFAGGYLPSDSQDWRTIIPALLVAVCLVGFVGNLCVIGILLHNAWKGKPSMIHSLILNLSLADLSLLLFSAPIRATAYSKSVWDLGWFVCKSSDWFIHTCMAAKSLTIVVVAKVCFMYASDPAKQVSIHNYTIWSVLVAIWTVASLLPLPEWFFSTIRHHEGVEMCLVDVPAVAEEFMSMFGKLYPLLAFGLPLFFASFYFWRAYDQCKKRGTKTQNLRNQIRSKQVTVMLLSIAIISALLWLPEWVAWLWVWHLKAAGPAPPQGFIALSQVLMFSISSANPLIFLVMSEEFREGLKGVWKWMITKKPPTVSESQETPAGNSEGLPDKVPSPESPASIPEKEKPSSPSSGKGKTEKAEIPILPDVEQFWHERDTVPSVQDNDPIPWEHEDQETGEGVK
FBW7 activator: activators of human E3 ligase FBW7 | 650,000 compounds, 0.13% hits | normalized activity (activation), % at 26.1 µM | Q969H0 | AlphaScreen FBW7–phospho-cyclin E peptide binding, activator screen; in the data active means normalized activity above about 1.9%;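 further: purified mutant Fbw7 with reduced substrate affinity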
TEAD-YAP block: TEAD-YAP interaction inhibition; inhibition, % at 9.12 µM; HEK-TIYL cells, TEAD-Gal4/YAP UAS-luciferase luminescence; 640,000 compounds, 1.4% hits; AID 1259422; in the data active means inhibition above about 32%;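 further: 0% = median of test compound wells and 100% = reference inhibitor wells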
Active calls of the source: *.

SMILES	MITF inh	GPR151 activ	FBW7 activator	TEAD-YAP block
CCc1csc2ncc(C(=O)NCC(C)(C)C)c(=O)n12	9.2	1.0	0.0	-0.4
COc1cccc(/C=N/NC(=O)CNc2ccc(I)cc2C)c1	-3.1	0.5	0.0	0.7
O=C1COc2ccc(S(=O)(=O)Nc3cccc(N4CCCC4)c3)cc2N1	9.4	2.8	-0.2	20.0
O=c1c(NCCN2CCCCCC2)c(-c2ccccc2)c1=O	-3.8	-2.2	0.7	-9.2
CCOc1ccc(S(=O)(=O)NCc2ccco2)c2cccnc12	2.1	-0.6	0.4	-9.3
O=C(Nc1ccc(Oc2ccc(Br)c3ccccc23)c(Cl)c1)c1cc2cc(Cl)cc(Cl)c2oc1=O	-6.2	-0.1	-0.1	0.5
O=C(Nc1ccc(F)c(Cl)c1)C1CC(=O)N(Cc2ccccc2)C1 (stereo not drawn)	-0.6	0.8	0.1	-1.8
CCOc1cc(C(=O)CCC(=O)OCC(=O)N2CC3(C)CC2CC(C)(C)C3)ccc1O (stereo not drawn)	6.1	3.3	0.2	5.4
Cc1ccc(NC(=O)CN2C(=O)N/C(=C/c3ccccc3OCC(=O)O)C2=O)cc1	8.3	-3.1	0.2	11.3
O=C(CN1CCOCC1)N1N=C(c2c(-c3ccccc3)c3cc(Cl)ccc3[nH]c2=O)CC1c1ccccc1 (stereo not drawn)	6.7	-2.2	0.0	0.5
Cc1ccc(OCCOCCn2c(-c3ccc(Cl)cc3)nc3ccccc3c2=O)cc1	6.8	-0.5	0.4	2.0
O=C(O)C1C2C=CC(O2)C1C(=O)Nc1cccc(Cl)c1Cl (stereo not drawn)	-9.9	1.7	-0.1	1.1
O=C(N1CCN(c2ccccc2)CC1)C12CC3CC(CC(C3)C1)C2	6.7	-1.2	0.0	11.0
CN(C)CCOC(=O)c1cc2ccccc2n1CC(=O)c1ccccc1	11.4	-0.3	0.0	-0.6
CC(C)c1ccc2nc3sc(C(=O)NCC4CCCO4)c(N)c3cc2c1 (stereo not drawn)	13.2	-0.2	0.0	2.2
COc1ccc(CC(=O)NNC(=O)COc2cc(C)c(Cl)c(C)c2)cc1	8.3	-0.7	-0.2	7.0
CC(C)n1c(-c2ccc(C(=O)NC3CC3)cc2)nc2c(NCc3cccnc3)ncnc21	7.9	2.7	-0.1	-1.0
CC(C)N(C(=O)c1ccccc1CN1C(=O)c2ccccc2S1(=O)=O)c1ccccc1	6.9	-0.1	0.0	8.1
COc1cccc(NC(=S)N(CCN2CCCCCC2)Cc2cccs2)c1	-9.9	1.0	-0.2	0.6
O=C(NC(O)C(Cl)Cl)c1ccc(Br)cc1 (stereo not drawn)	-9.7	0.7	-0.2	-8.4
Cc1ccccc1NC(=O)CCC(=O)OCC(F)(F)C(F)F	18.1	0.5	0.1	4.4
COc1cc2nc(SCc3cccc([N+](=O)[O-])c3)n(Cc3ccco3)c(=O)c2cc1OC	-5.5	0.1	0.1	-1.2
COC(=O)c1c(NC(=O)COc2ccc([N+](=O)[O-])cc2)sc2c1CCC2	-0.5	-0.5	0.0	2.6
COCCn1nnnc1C(c1ccccc1Cl)N1CCN(c2cccc(Cl)c2)CC1 (stereo not drawn)	-1.5	0.6	0.0	-4.9
CCOC(=O)c1cnc(-c2ccccc2)nc1Nc1ccccc1	6.5	0.8	0.1	-6.2

Going on with the list.
SMILES	MITF inh	GPR151 activ	FBW7 activator	TEAD-YAP block
O=C(CN1CCN(Cc2ccccc2)CC1)c1ccc(Br)cc1	5.6	-0.7	0.2	8.5
O=C(O)CCC(=O)Nc1ccc(Br)cc1C(=O)c1ccc(Cl)cc1	3.4	0.0	0.0	-6.0
Cc1ccc(C(=O)OCCCCN=C2NS(=O)(=O)c3ccccc32)cc1	-16.4	0.0	-0.1	-4.7
CNC(=O)C(=O)Nc1cccc(C(C)=O)c1	29.2	-1.2	0.5	10.5
N#CCn1ncn(-c2ccc(Br)cc2)c1=O	-5.5	-1.8	-0.1	-3.3
CC1=C(C(=O)Nc2cccc(C)c2C)C(c2ccc(Br)cc2)NC(=S)N1 (stereo not drawn)	10.7	0.7	0.1	8.2
CCc1ccccc1NC(=O)c1nn2c(c1Cl)NC(c1cccs1)CC2C(F)(F)F (stereo not drawn)	49.8	-0.2	-0.1	4.5
CCCCNS(=O)(=O)c1ccc(N2CCCCCC2)c([N+](=O)[O-])c1	26.0	1.0	-0.1	13.5
Cc1ccccc1C(=O)Nc1ccccc1C(N)=O	11.1	-0.6	-0.1	3.8
COc1ccc(-c2nc(S(=O)(=O)c3ccc(Cl)cc3)c(N3CCOCC3)o2)cc1	5.7	1.1	0.0	-1.7
Cc1ccc(N2C(=O)C3C4C=CC(C)(O4)C3C2=O)cc1Cl (stereo not drawn)	12.9	0.5	-0.1	15.4
O=C1C2C3CCC(C3)C2C(=O)N1Cc1ccc2c(c1)OCO2 (stereo not drawn)	1.1	1.7	0.0	-3.4
Cc1ccc(N2C(=O)C3C4C=CC(CC4)C3C2=O)cc1[N+](=O)[O-] (stereo not drawn)	4.6	1.1	0.0	2.1
COc1ccc(OC)c(NC(=O)CCS(=O)(=O)c2ccc(Cl)cc2)c1	-7.2	-2.1	-0.1	11.1
O=C(Cc1cccc(F)c1)N1CCCC1c1nc2ccccc2[nH]1 (stereo not drawn)	8.8	-0.7	0.1	13.3
COc1ccc(NC(=S)Nc2ccc3cn[nH]c3c2)cc1	-12.8	1.8	-0.1	6.5
Cc1cc(C)c2sc(NC(=O)c3ccc4ccccc4c3)nc2n1	-4.7	0.3	0.0	-28.8
CC1CCN(C(C(=O)Nc2ccc(C(C)C)cc2)c2ccccc2)CC1 (stereo not drawn)	9.0	3.6	-0.1	-7.0
O=C(CN(CCc1ccccc1)S(=O)(=O)c1ccc(Cl)cc1)NCc1cccnc1	16.8	1.8	0.1	1.5
CC(C)(C)c1ccc(CNc2cc(N3CCOCC3)ccc2[N+](=O)[O-])cc1	8.7	0.2	-0.2	-9.2
CCOC(=O)N1CCC(n2c(=S)[nH]c3cc(OC)c(OC)cc3c2=O)CC1	15.5	-1.8	0.0	1.6
O=C(Cn1ncc2ccccc21)N1CCCC1	26.6	-0.5	-0.2	-2.2
Nc1cccc(-c2ncc(C(=O)NCc3cccc(C(F)(F)F)c3)s2)c1	1.1	3.4	0.6	6.3
COc1ccc(C2/C(=C(\O)c3ccc(S(=O)(=O)N(C)C)cc3)C(=O)C(=O)N2CCCN(C)C)cc1OC (stereo not drawn)	5.6	-1.6	0.0	-2.8
CCCCCCCC1=NN2C(=N)/C(=C/c3cccs3)C(=O)N=C2S1	1.9	1.4	-0.2	-0.5

Other records.
SMILES	MITF inh	GPR151 activ	FBW7 activator	TEAD-YAP block
COCCCNC(=O)Cn1ncc2c1-c1ccccc1OC2	4.1	0.4	0.2	4.2
CC1=C(C(=O)Nc2ccc(C)cc2C)C(c2cccc(Br)c2)n2nnnc2N1 (stereo not drawn)	-7.7	0.1	-0.1	7.4
c1ccc(Cn2c(-c3ccccc3)cc3c2C(c2ccccc2)Oc2ccccc2-3)cc1 (stereo not drawn)	11.7	0.0	0.5	0.1
Cc1ccc(S(=O)(=O)NC(C)C(=O)Nc2n[nH]c(Cc3ccccc3)n2)cc1 (stereo not drawn)	-7.9	-0.5	0.0	-12.2
Cc1ccc(CNC(=O)CN(C)S(=O)(=O)c2cc(Br)cnc2N)cc1	-12.7	-0.6	0.0	-2.1
CCOc1cc(/C=C(\C#N)c2nc3ccccc3[nH]2)ccc1OCc1ccccc1C#N	2.9	-1.4	1.6	-10.6
CCOC(=O)c1ccc(NC(=O)COC(=O)c2ccccn2)cc1	7.7	-0.6	-0.4	-12.8
COc1ccc(NC(=O)c2cc(F)c(F)cc2Cl)cc1OC	-6.0	0.4	-0.2	-6.9
O=C(CSc1ncccc1C(=O)NC1CCCC1)NCCc1ccccc1	2.5	0.0	0.0	1.0
COCCCn1c(=O)/c(=C\c2ccc(OC(F)F)c(OC)c2)s/c1=C(/C#N)C(N)=O	13.9	0.2	-0.1	-6.9
CCn1c(=O)cc(OCC(=O)N(C)c2cc(C)ccc2C)c2ccccc21	-10.4	-0.5	0.1	-1.2
C=CCN1C(=O)/C(=C\c2ccc(Br)cc2)C(C(=O)OC)=C1C	-8.0	0.2	-0.2	3.4
COc1ccc(C(=O)COc2ccccc2N2C(=O)C3C4CCC(C4)C3C2=O)cc1 (stereo not drawn)	-4.6	2.6	0.2	0.6
CCC1CCCCN1C(=O)c1ccccc1F (stereo not drawn)	3.2	0.2	0.0	-4.5
Cc1ccc(C(=O)COc2ccc3c4c(c(=O)oc3c2)CCC4)cc1	2.9	-0.5	-0.1	-4.8
CC(C)NC(=O)Cn1c2ccccc2n2c(SCC(=O)N3CCc4ccccc43)nnc12	5.0	-0.2	0.1	11.8
CN(C)CCCNc1cc(=O)n(C)c(=O)n1Cc1ccccc1	-14.2	-0.3	-0.1	-1.2
CC(C)Oc1ccc(NC(=O)c2ccc([N+](=O)[O-])cc2Cl)cc1	-4.3	0.0	0.0	-3.9
N[C@H](Cc1ccc(-c2cn[nH]c2)cc1)C(=O)NCc1ccccc1	4.6	-1.8	0.3	-11.4
CC(NS(=O)(=O)c1ccc(OCC(=O)NCc2cccnc2)cc1)c1ccccc1 (stereo not drawn)	5.8	-0.9	0.0	7.7
O=C(O)/C=C/c1cccc(-c2cnn3c(N4CCC[C@H]4CO)ccnc23)c1	-2.8	-3.3	-0.7	49.7*
CCCCNC(=O)c1cnn2c(C)c(Cc3ccccc3)c(C)nc12	2.7	0.3	0.0	2.3
Nc1cc(OC(=O)c2ccc(F)cc2)nn1S(=O)(=O)c1ccc(F)cc1	5.9	-1.5	-0.1	-3.4
COc1ccc(/C(O)=C2/C(=O)C(=O)N(CCCO)C2c2ccc(OC)cc2OC)cc1 (stereo not drawn)	6.2	-0.1	0.0	-2.2
O=C(O)c1cccc(NC(=O)c2cc(S(=O)(=O)N(CCO)CCO)ccc2Cl)c1	-2.5	-0.8	0.7	2.9

Pulled one by one from the list above:
SMILES	MITF inh	GPR151 activ	FBW7 activator	TEAD-YAP block
CCC1CCCCN1C(=O)c1ccccc1F (stereo not drawn)	3.2	0.2	0.0	-4.5
Cc1ccc(CNC(=O)CN(C)S(=O)(=O)c2cc(Br)cnc2N)cc1	-12.7	-0.6	0.0	-2.1
O=C(CSc1ncccc1C(=O)NC1CCCC1)NCCc1ccccc1	2.5	0.0	0.0	1.0
COCCCn1c(=O)/c(=C\c2ccc(OC(F)F)c(OC)c2)s/c1=C(/C#N)C(N)=O	13.9	0.2	-0.1	-6.9
O=C(O)c1cccc(NC(=O)c2cc(S(=O)(=O)N(CCO)CCO)ccc2Cl)c1	-2.5	-0.8	0.7	2.9
CN(C)CCCNc1cc(=O)n(C)c(=O)n1Cc1ccccc1	-14.2	-0.3	-0.1	-1.2

Just MITF inh, GPR151 activ and TEAD-YAP block, for three of the compounds above:
Compound,MITF inh,GPR151 activ,TEAD-YAP block
N[C@H](Cc1ccc(-c2cn[nH]c2)cc1)C(=O)NCc1ccccc1,4.6,-1.8,-11.4
C=CCN1C(=O)/C(=C\c2ccc(Br)cc2)C(C(=O)OC)=C1C,-8.0,0.2,3.4
CC(C)NC(=O)Cn1c2ccccc2n2c(SCC(=O)N3CCc4ccccc43)nnc12,5.0,-0.2,11.8

(list continues)
SMILES	MITF inh	GPR151 activ	FBW7 activator	TEAD-YAP block
CC(C)C[C@@H]1NC(=O)[C@@H]2C[C@H](NC(=O)Nc3c(Cl)cccc3Cl)CN2C1=O	2.9	-1.1	-0.4	-0.8
Cc1ccc(C(C(=O)NCc2ccccc2)N(Cc2ccccc2)C(=O)c2csnn2)o1 (stereo not drawn)	-13.5	-0.5	0.1	29.7
COc1cccc(/C=C/C(=O)OC(C)C(=O)Nc2c(C)n(C)n(-c3ccccc3)c2=O)c1 (stereo not drawn)	13.3	2.8	0.0	4.8
Cc1cccc(-c2nsc(SCC(=O)Nc3ccc4c(c3)OCO4)n2)c1	2.5	-5.2	1.3	-1.8
CCC[C@@H]1NC(=O)[C@@H]2C[C@H](NC(=O)Nc3cccc(Cl)c3)CN2C1=O	10.7	-0.3	0.1	-0.3
CCCOc1ccc(NC(=O)CC2C(=O)N(c3ccc(OC)cc3)C(=S)N2CCCN2CCN(CC)CC2)cc1 (stereo not drawn)	-3.9	-1.0	0.7	4.1
O=C(CNC(=O)c1ccc(Br)cc1)OCC(=O)c1ccc([N+](=O)[O-])cc1	-1.7	-0.3	-0.2	0.9
N=C1SC2CS(=O)(=O)CC2N1c1cccc(C(F)(F)F)c1 (stereo not drawn)	6.4	-1.0	0.0	5.5
COc1ccc(S(=O)(=O)N2CN3CCN(C3)C2)cc1OC	-2.0	-0.5	-0.1	1.4
O=C(OCc1c(Cl)cccc1Cl)c1cccnc1	-5.8	0.9	0.0	6.2
Cc1cccc(Nc2ccc(N3CCN(C(=O)Cc4cccs4)CC3)nn2)n1	10.8	2.2	0.8	22.5
Cc1nc2c(c(C)nn2C(C)(C)C)c(C)c1CCC(=O)NCc1ccccc1	6.8	-2.7	1.1	7.7
CCN1CCN(CCCNS(=O)(=O)c2cc(Br)c(Br)s2)CC1	8.1	0.0	0.0	-0.3
c1ccc2c(c1)Oc1ccccc1S2	-10.8	0.3	-0.1	-0.1
CCOC(=O)c1c(NC(=O)c2ccccc2C)sc2c1CCCC2	2.5	-0.3	0.2	10.2
CC(=O)O[C@@H]1CC[C@@]2(C)C(CC[C@]3(C)C2CC=C2C4CC(C)(C)CC[C@]4(C(=O)O)CC[C@]23C)C1(C)C (stereo partly drawn)	-2.8	-0.1	0.2	-9.6
COc1ccccc1/C=C1\N=C2CCCCCN2C1=O	26.1	0.9	0.0	-24.2
